Wee1 stabilizer: inhibitors of human Wee1 degradation; hit rate 1.2% among 220,000; HeLa Luc-Wee1K328M stability, luciferase luminescence; 100% = proteasome inhibitor MG132 effect; reporter increase, % at 5 µM;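 active means activation above the mean of all tested compounds plus 3 SD, set per screening run, cut at about 8.8% in these data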;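 further: cells exposed to compound for 20 h before luminescence read; 0% = DMSO alone and 100% = MG132 at 30 µM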
eIF4E-4G inh: eIF4E/eIF4G interaction inhibition in translation initiation. P63073+Q04637. TR-FRET eIF4E-eIF4GI(517-606) binding, 2 h. inhibition, % at 21.7 µM. hit rate 0.37% among 220,000. AID 782;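 active means inhibition above about 30%, limit read from the data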;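 further: 0% = full FRET control wells and 100% = background wells lacking eIF4GI fragment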
KLK5 inh: kallikrein 5 (human) inhibition. recombinant hK5, fluorogenic AMC substrate cleavage. inhibition, % at 5 µM. hit rate 0.59% among 210,000;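 active means inhibition of 40% or more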;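 further: 0% = enzyme controls without compound and 100% = no-enzyme blanks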
FXIIa inh 1536: factor XIIa (human) inhibition; inhibition, % at 5 µM; AID 800; P00748; purified FXIIa, Boc-QGR-AMC fluorogenic substrate, 2 h; hit rate 0.3% among 220,000; in the data active means inhibition above about 40%;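 further: 0% = enzyme with no compound and 100% = blank without enzyme; many of its hits are not listed in these tables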
Rad51 HR inh: blocks human Rad51 in homologous recombination | Q06609 | hRad51 DNA strand exchange, fluorescence dequenching | inhibition, % at 10 µM | hit rate 0.085% among 200,000;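 active means inhibition above 40% at the single screening dose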;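 further: 0% = DMSO control wells and 100% = blanks with heterologous ssDNA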
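Test system: preformed human Rad51 ssDNA filaments. Compound dosing: single dose, 10 µM final compound. Incubation: filaments 15 min 37 °C, then compound 30 min. Technique: FRET fluorescence dequenching, excitation 485 nm, emission 520 nm. Read-out basis: percent inhibition from fluorescence, normalised to plate control and blank means. Benchmarks: plate controls and plate blanks.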
FXIa inh: inhibitors of human coagulation factor XIa | P03951 | purified FXIa, Boc-Glu-Ala-Arg-AMC fluorogenic substrate | inhibition, % at 5 µM | hit rate 0.14% among 220,000;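 active means inhibition of at least 40%; inactive means inhibition below 40%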;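 further: fluorescence of freed AMC excited at 355 nm; 0% = enzyme without compound and 100% = no enzyme blank; many of its hits are not listed in these tables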
Mdm2 ligase inh: Mdm2 E3 ligase (human) inhibition | Q00987 | cell-based MDM2 ubiquitination luciferase reporter, 2 h; 0 = plate control, 100 = twice control, blank-subtracted | signal enhancement, % at 5 µM | hit rate 0.11% among 210,000 | AID 1230;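 active means signal enhancement of 30% or more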;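 further: luminescence tracks abundance of the self-degrading MDM2-luciferase fusion protein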
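test system = mammalian cells stably expressing self-ubiquitinating, self-degrading MDM2 E3–luciferase fusion | quantity = 2000 cells/well | incubation = cell settling 4 h, compound treatment 2 h, both 37 °C | signal = luminescence with SteadyLite reagent, 15 min at room temperature | evaluation = % enhancement relative to plate controls after blank subtraction | benchmarks = plate controls and plate blanks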
14-3-3 Bad inh: disrupts binding of bovine 14-3-3 zeta to phospho-Bad peptide. P63103. TR-FRET 14-3-3zeta/Dy647-pBad peptide displacement, 1 h. inhibition, % at 21.7 µM. hit rate 0.71% among 220,000. AID 781;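 active means inhibition above about 70%, limit read from the data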;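 further: 0% = full 14-3-3 plus peptide FRET controls and 100% = background without 14-3-3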
p97 inhibitor: inhibitors of human p97 ATPase. P55072. recombinant p97 ATPase, Kinase-Glo ATP luminescence, 3 h. inhibition, % at 8 µM. hit rate 0.42% among 220,000. AID 1481; in the data active means inhibition above about 15%;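 further: 0% = DMSO vehicle and 100% = wells lacking enzyme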
* = called active by the depositor; nt = not tested or not shown; & = joins results of further samples; [ ] = remark or other dose.

SMILES	Wee1 stabilizer	eIF4E-4G inh	KLK5 inh	FXIIa inh 1536	Rad51 HR inh	FXIa inh	Mdm2 ligase inh	14-3-3 Bad inh	p97 inhibitor
COc1ccc(/C=N/Nc2cc(N(C)C)nc(N(C)C)n2)cc1	-1	21	2	20	12	6	-5	-1[fluorescence artefact?]	4
O=C(NCCSc1ccccc1)c1cncc(Br)c1	3	1	-9	10	-1	3	-7	-6[fluorescence artefact?]	1
O=c1ccnc2n1COCS2	1	0	-5	0	14	-2	-59	1	-1
Cc1cccc(NC(=S)N2CCC(c3nc4ccccc4s3)CC2)c1	-2	-1	4	3	5	-31	-2	3	0
Cc1nc(Cl)c(C#N)cc1-c1ccccc1	4	14[fluorescence artefact?]	57*	18	-1	12	0	-6	-1
CSc1nc2nccc(/C=C\c3ccccc3)n2n1	0	4[fluorescence artefact?]	13	-9	-6	-9	-3	-3[fluorescence artefact?]	0
CN(C)/C=C/c1onc(-c2c(F)cccc2Cl)c1C#N	-3	12	-4	7	30	0	-2	25	4
CCOC(=O)c1c(C)c(C(=O)OCC)n(C)c1C	0	0	1	3	1	8	-11	-5	1
CSc1ccc(/C=N/Nc2cccc(C(=O)O)c2)cc1	4	35*	-23	6	7	-5	-79	85*	1
CC(NCc1ccc(S(N)(=O)=O)cc1)C(=O)Nc1ccc([N+](=O)[O-])cc1Cl (configuration not stated)	4	0	-3	1	6	0	-1	-3	6
Cc1ccc(SCc2cc(=O)[nH]c(N3CCCCC3)n2)cc1	-2	2[fluorescence artefact?]	-13	-1	1	2	-12	8[fluorescence artefact?]	3
N#CC(CO)(Cc1ccc(OC(F)F)cc1)c1nc2ccccc2[nH]1 (configuration not stated)	6	22	-12	2	-2	-1	15	0	4
CCN(CC)S(=O)(=O)c1ccc(N2CCOCC2)c(NC(=O)C2COc3ccccc3O2)c1 (configuration not stated)	-2	-6	-6	8	-6	2	-8	-7	-5
O=C(CCCN1CC=C(n2c(=O)[nH]c3ccccc32)CC1)c1ccc(F)cc1	0&-1	8&3	-7	14	-6	9	nt	-2&-3	3&-4
CNC(=O)/C(=C/c1ccc2c(c1)OCO2)NC(=O)c1ccc(Br)cc1	-3	8[fluorescence artefact?]	-9	6	-25	4	-3	5	2
Cc1ccc(N2C(=O)S/C(=C/c3cn(C)c4ccccc34)C2=O)cc1	1	2	-9	13	nt	-27	-1	11	8
CCc1cccc(NC(=O)Cc2ccc([N+](=O)[O-])cc2)c1	4	0	52*	23	24	41*	-87	2	-4
CCn1c(SCC(=O)N/N=C/C=C/c2ccco2)nnc1-c1ccc(OC)cc1	3	22	-2	0	2	-5	-10	80*[fluorescence artefact?]	2
COc1ccccc1NC(=O)CCN1C(=O)c2ccccc2S1(=O)=O	-3	2	1	10	1	0	-10	-3	2
O=C(NC(Cc1c[nH]c2ccccc12)C(=O)O)c1ccccc1 (configuration not stated)	-1	-7	4	9	-2	5	0	8	-4
CCCn1cnc2c(c1=O)c1nc3ccccc3nc1n2CCC1=CCCCC1	-2	-2	-39	16	5	7	-13	4	2
N=c1c[n+](-c2ccc(Cl)cc2)[n-]o1	-3	-7	8	0	13	-8	-17	12	-5
C=CCc1cc(C=O)cc(OC)c1OCc1ccc(C(=O)O)cc1	-3	0	2	nt	9	-5	-8	-6	0
CC(=O)c1ccc(NC(=O)Nc2ncn(Cc3cccc(C)c3)n2)cc1	-3	-3	4	10	-35	2	4	8	0
CCOC(=O)C1=C(CN2CC(C)CC(C)C2)NC(=O)NC1c1ccc2c(c1)OCO2 (configuration not stated)	7	2	2	9	4	-1	3	-6	0
CC(=O)Cc1nsc(NC(=O)c2ccc(-c3cccc(C(F)(F)F)c3)o2)n1	1	7[fluorescence artefact?]	2	12	0	3	-4	-8[fluorescence artefact?]	-6
Cc1ccc2nc(-c3cccc(NS(C)(=O)=O)c3)cc(-c3ccccc3)c2c1	-1	6	-8	8	-3	4	-14	-1	-2
COc1ccc(CCCC(=O)O)c(C)c1	-1	-1	-15	6	-3	4	-9	-2	1
NC(=O)c1ccccc1N/C=C/C(=O)c1ccc(Cl)cc1Cl	2	0	6	14	nt	5	-41	-12	-15
COc1ccccc1CNC(=O)CSC1=NCCS1	0	-4	2	4	5	-2	5	-13	4
CCOC(=O)C1=C(Cc2ccc(OC)cc2)C(=O)c2ccccc2C1=O	4	3	-15	15	nt	3	0	-16	-1
Cn1ncc(C(N)=O)c1NC(=S)NC(=O)c1ccc(Br)o1	3	1	-2	4	-1	-3	-9	-4	5
Cc1nn(Cc2ccccc2Cl)c(Cl)c1C(=O)NCCc1ccccc1	10*	-5	-27	22	-3	19	-18	-5	-4
Cc1cccc(C)c1NC(=O)CCCCCC1NC(=O)NC1C (configuration not stated)	-1	1	-3	6	-13	6	9	2	-3
CCOCCCNC(=O)CN1C(=O)/C(=C/c2ccccc2C)Sc2ccccc21	4	-3	-7	12	2	-4	-15	0	1
C#CCOCCOCCOCCNc1nc(N2CCN(C(=O)[C@H](CCCCN)n3cc([C@@H](N)CC(C)C)nn3)CC2)nc(N2CCN(C(=O)[C@H](Cc3ccc(O)cc3)n3cc([C@@H](N)CC(C)C)nn3)CC2)n1	4	4	-1	6	nt	-1	nt	32	5
Cc1oc2nc(SCC(=O)N3CCCCC3)nc(N)c2c1C	-2	4	-9	6	nt	1	-1	-2	-5
C[C@H](NC(=O)c1ccco1)C(=O)NCCc1ccc(S(N)(=O)=O)cc1	1	-9	3	10	8	2	-60	3	8
Cc1ccccc1C1(CCN2CCCCC2)CCOC(C)(C)C1 (configuration not stated)	-1	0	-8	15	nt	6	2	-4	1
CCOc1cc(N2CCOCC2)c(OCC)cc1NC(=O)c1ccco1	-1	3	nt	11	nt	2	-10	-2	4
Cc1ccc2c(c1)NC(=O)C(CC(=O)NCCCN1CCCC1)O2 (configuration not stated)	-2	1	6	11	-6	0	-12	5	3
CCOc1ccc(S(=O)(=O)n2cnc3cc(C)c(C)cc32)cc1	-3	12	-19	16	-9	2	-9	3	-3
COCCCn1c2nc3ccccc3nc2c2c(=O)n(CC3CCCO3)cnc21 (configuration not stated)	-1	-1	-65	-22	-1	-6	-19	6	0
Cc1cc(C)c2c(-n3cccc3)c(C(=O)O)sc2n1	-1	-11	-4	5	nt	4	-31	-3	0
CCCC(=O)NNC(=O)c1ccoc1C	0	-50[fluorescence artefact?]	26	40*	10	9	-88	25[fluorescence artefact?]	-5
CC(C)(C)C(=O)Nc1cc(C(F)(F)F)ccc1-n1ccnc1	1	2	-5	4	-2	-7	-7	-2	-3
O=C(CC1C(=O)NCCN1Cc1c(F)cccc1Cl)NCCc1ccccn1 (configuration not stated)	9.5*	5	-2	5	10	-3	0	-16	1
CCn1c(/C=C2\C(=O)N(C)c3ccccc32)nc2ccccc2c1=O	-1	2	5	9	nt	-1	-11	26	4
O=C1CC(N2CCC(O)(c3ccc(Cl)cc3)CC2)C(=O)N1Cc1ccc(N2CCCC2=O)cc1 (configuration not stated)	1	-2	2	2	2	7	-7	2	-2
Cc1sc(-n2cccc2)c(C(=O)O)c1C	0	14	7	12	nt	2	-11	31	2

Just eIF4E-4G inh and Mdm2 ligase inh, for some of the entries so far:
| structure | eIF4E-4G inh | Mdm2 ligase inh |
| --- | --- | --- |
| Cc1cc(C)c2c(-n3cccc3)c(C(=O)O)sc2n1 | -11 | -31 |
| CCCC(=O)NNC(=O)c1ccoc1C | -50[fluorescence artefact?] | -88 |
| CC(C)(C)C(=O)Nc1cc(C(F)(F)F)ccc1-n1ccnc1 | 2 | -7 |

Whole records from above:
O=C(CC1C(=O)NCCN1Cc1c(F)cccc1Cl)NCCc1ccccn1 (configuration not stated) in the list: Wee1 stabilizer: 9.5*; eIF4E-4G inh: 5; KLK5 inh: -2; FXIIa inh 1536: 5; Rad51 HR inh: 10; FXIa inh: -3; Mdm2 ligase inh: 0; 14-3-3 Bad inh: -16; p97 inhibitor: 1
Cc1sc(-n2cccc2)c(C(=O)O)c1C in the list: Wee1 stabilizer: 0; eIF4E-4G inh: 14; KLK5 inh: 7; FXIIa inh 1536: 12; Rad51 HR inh: nt; FXIa inh: 2; Mdm2 ligase inh: -11; 14-3-3 Bad inh: 31; p97 inhibitor: 2
Cc1cc(C)c2c(-n3cccc3)c(C(=O)O)sc2n1 in the list: Wee1 stabilizer: -1; eIF4E-4G inh: -11; KLK5 inh: -4; FXIIa inh 1536: 5; Rad51 HR inh: nt; FXIa inh: 4; Mdm2 ligase inh: -31; 14-3-3 Bad inh: -3; p97 inhibitor: 0

Ordered by value in FXIIa inh 1536 (ascending): 6 from the list above
Molecule | FXIIa inh 1536
COCCCn1c2nc3ccccc3nc2c2c(=O)n(CC3CCCO3)cnc21 (configuration not stated) | -22
CC(C)(C)C(=O)Nc1cc(C(F)(F)F)ccc1-n1ccnc1 | 4
CCn1c(/C=C2\C(=O)N(C)c3ccccc32)nc2ccccc2c1=O | 9
Cc1ccc2c(c1)NC(=O)C(CC(=O)NCCCN1CCCC1)O2 (configuration not stated) | 11
Cc1sc(-n2cccc2)c(C(=O)O)c1C | 12
CCOc1ccc(S(=O)(=O)n2cnc3cc(C)c(C)cc32)cc1 | 16

Later entries
SMILES	Wee1 stabilizer	eIF4E-4G inh	KLK5 inh	FXIIa inh 1536	Rad51 HR inh	FXIa inh	Mdm2 ligase inh	14-3-3 Bad inh	p97 inhibitor
O=C(CCn1nnc2ccccc21)Nc1nnc(-c2ccccc2F)s1	3	-2[fluorescence artefact?]	20	-2	-3	7	-14	13[fluorescence artefact?]	4
CS(=O)(=O)N(CCC(=O)O)Cc1ccccc1	1	10	-13	17	23	3	-1	21	4
CCCOc1ccc(Br)cc1/C=N/O	0	2	3	-14	nt	-3	-14	-7	0
CC(C)(C)c1cc(C(=O)NCc2ccco2)ccn1	1	-5	3	-7	-2	-4	-20	-9	-2
Cc1cc(C(F)(F)F)c2c(C)nn(CCc3nn[nH]n3)c2n1	-1	-4	-11	-1	-1	-8	-14	15	2
C=CCn1c(-c2cc(OC)cc(OC)c2)n[nH]c1=S	-4	4[fluorescence artefact?]	3	5	-4	0	5	-1	2
CC(CC(C)C(=O)N1CCOCCN(C(=O)C(C)CC(C)C(=O)O)CCOCC1)C(=O)O (configuration not stated)	-3	3[fluorescence artefact?]	-26	7	8	-3	-7	10[fluorescence artefact?]	5
CCOc1ccc2oc(=O)cc(C)c2c1	-3	-5[fluorescence artefact?]	-5	16	-9	-1	-5	21	0
CC(C)C(=O)Nc1sc2c(c1C#N)CCCCC2	0	-1	1	19	-3	12	3	-6[fluorescence artefact?]	2
O=C(NC1CCCCCC1)c1ccc(S(=O)(=O)NCc2ccco2)cc1	6	-4	40	26	2	-6	-24	-6	-8
